PvdQ inh: P. aeruginosa PvdQ acylase inhibitors, primary screen, biochemical, fluorescence, plate reader and imaging, single point | PvdQ acylase [Pseudomonas aeruginosa LESB58] | purified PvdQ acylase | inhibition, % at 10 µM | 340,000 tested, 0.063% active | AID 488965, 2010; in the data active = inhibition above about 30%, passing the limit was not always enough;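 note: 0% = vehicle neutral wells and 100% = reference inhibitor wells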
Keap1-Nrf2 PPI: Keap1-Nrf2 protein-protein interaction inhibitors, primary screen, biochemical, fluorescence polarization, single point; Keap1 Kelch-Nrf2 peptide fluorescence polarization, 1536-well; inhibition, % at 9.4 µM; 340,000 tested, 0.15% active; in the data active = inhibition above about 12%;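 note: human Keap1 Kelch domain with fluorescein labeled Nrf2 9mer peptide probe; 0% = neutral control wells and 100% = peptide positive control; higher means more block of Keap1 binding to Nrf2 peptide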
DAGLB inhibitor: DAGLB lipase inhibitors, primary screen, biochemical, fluorescence, HTS. Diacylglycerol lipase-beta (Homo sapiens), Q8NCG7. HEK293T DAGLB membrane lysate, EnzChek fluorogenic substrate. inhibition, % at 5.17 µM. AID 504411, 2011. 340,000 tested, 0.059% active; in the data active = inhibition above about 34%;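 note: 0% = enzyme with vehicle and 100% = wells lacking enzyme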
PKA-R2B act: activators of PKA-R2B holoenzyme, primary screen, biochemical, fluorescence polarization, Cy5-IP20, human; PKA-R2B holoenzyme dissociation; R2B truncated from residue 108, S112A mutant; 0% DMSO only, 100% 113 µM cGMP; activation, % at 11.4 µM; 340,000 tested, 0.079% active;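 active = activation above a cutoff set at the mean over all compounds plus 3 SD, cut at about 18% in these data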;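 note: higher means more holoenzyme dissociation and a rise in polarization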
Target sequence (P31323 whole entry, looked up, other chains not shown, the tested form may be a part): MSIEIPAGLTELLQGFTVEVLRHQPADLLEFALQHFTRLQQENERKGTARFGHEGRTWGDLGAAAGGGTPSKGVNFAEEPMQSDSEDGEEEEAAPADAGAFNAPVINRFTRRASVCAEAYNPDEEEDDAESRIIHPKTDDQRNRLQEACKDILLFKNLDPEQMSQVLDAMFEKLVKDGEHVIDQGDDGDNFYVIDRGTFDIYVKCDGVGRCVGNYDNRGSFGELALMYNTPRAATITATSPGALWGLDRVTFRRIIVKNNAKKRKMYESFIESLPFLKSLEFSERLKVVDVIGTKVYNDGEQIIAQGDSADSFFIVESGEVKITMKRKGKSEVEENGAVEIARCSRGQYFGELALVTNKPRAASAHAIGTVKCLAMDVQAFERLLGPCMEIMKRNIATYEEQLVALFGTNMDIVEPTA
Arr AP2 block: inhibitors of beta-arrestin/AP2 binding, primary screen, biochemical, GPCR trafficking, flow cytometry. FITC-arrestin peptide / GST-AP2 beads; AP2 beta2 appendage carries R879A mutation. inhibition, % at 10 µM. 340,000 tested, 0.31% active;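 active = inhibition above a set limit, near 3 SD of compounds lacking own fluorescence, cut at about 54% in these data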;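 note: plate controls were DMSO wells for no effect and 5 µM unlabelled arrestin peptide for full effect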
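system = GST-tagged AP2 beta2-adaptin appendage (R879A) on 4 µm glutathione beads | reagent = FITC-labelled arrestin peptide probe, 50 nM final | schedule = compound with beads 12 min RT, then probe 1 h RT | signal = HyperCyt-sampled flow cytometry, FL1 channel, ex 488/em 535 nm | read-out = percent response from loss of bead-bound FITC fluorescence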
SR-BI DiI inh: inhibitors of SR-BI mediated HDL lipid uptake, primary screen, ldlA[mSR-BI] cells, fluorescence, single point | 320,000 tested, 0.96% active | AID 488896, 2010 | ldlA[mSR-BI] CHO cells, DiI-HDL uptake fluorescence, 3 h | inhibition, % at 12.5 µM | Scavenger receptor class B member 1 (Mus musculus), Q61009;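 active = mean replicate inhibition of at least 70% and a set share of replicates each scoring 70 or more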;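 note: 0% = median of neutral control wells and 100% = median of positive control wells; values of inactives mirror those of a sister screen read the other way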
Target sequence (Q61009 whole entry, looked up): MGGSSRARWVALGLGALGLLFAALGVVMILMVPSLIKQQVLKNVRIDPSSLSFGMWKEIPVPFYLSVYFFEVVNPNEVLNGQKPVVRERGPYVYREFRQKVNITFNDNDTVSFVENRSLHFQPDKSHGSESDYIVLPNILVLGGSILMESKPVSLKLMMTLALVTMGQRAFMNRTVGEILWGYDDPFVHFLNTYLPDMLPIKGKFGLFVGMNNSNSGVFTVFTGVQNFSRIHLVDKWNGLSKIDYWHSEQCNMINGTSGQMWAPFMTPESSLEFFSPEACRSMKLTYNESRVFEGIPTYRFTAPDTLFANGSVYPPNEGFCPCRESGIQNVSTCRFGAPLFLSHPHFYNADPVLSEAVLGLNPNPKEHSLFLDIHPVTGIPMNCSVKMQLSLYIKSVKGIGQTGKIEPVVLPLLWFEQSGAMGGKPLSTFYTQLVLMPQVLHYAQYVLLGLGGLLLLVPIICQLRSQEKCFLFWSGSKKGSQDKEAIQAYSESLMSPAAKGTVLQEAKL
Cardiac RTF inh: cardiac RTF calcium sensitivity inhibitors, primary screen, biochemical, IANBD-TnC fluorescence, EC70 calcium; AID 493244, 2011; IANBD-labeled cardiac RTF, Ca2+ fluorescence; inhibition, % at 7.15 µM; 340,000 tested, 0.12% active;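 active = inhibition above the mean inhibition of all tested compounds plus 3 SD, cut at about 17% in these data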;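 note: assay run at fixed EC70 calcium of 1.6 mM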
LANA DNA inh: inhibitors of KSHV C-LANA binding to DNA, primary screen, biochemical, fluorescence polarization, FAM-LBS DNA, MBP-C-LANA, single point; inhibition, % at 9 µM; Kaposi's sarcoma herpesvirus LANA C-terminal domain (residues 932-1162) DNA binding; 340,000 tested, 0.078% active;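 active = highest replicate inhibition at or above 60% at 9 µM, even if other replicates fall short; inactive = all replicates below 60% inhibition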;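 note: 0% = neutral control wells and 100% = 4 µM acridine orange control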
SR-BI uptake up: activators of SR-BI mediated DiI-HDL uptake, primary screen, ldlA[mSR-BI] CHO cells, DiI fluorescence; activation, % at 12.5 µM; 3 h; 100 = double the neutral-control signal; 320,000 tested, 0.096% active;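 active = mean replicate activation of at least 60% and every replicate at or above 60%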;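 note: 0% = median plate neutral-control signal and 100% = twice that signal; values of inactives mirror those of a sister screen read the other way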
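Assay system: CHO ldlA[mSR-BI] cells, LDL receptor-null, SR-BI overexpressing; medium: Ham's F12 with 0.5% BSA, HEPES 25 mM, pH 7.4; also added: DiI-HDL 10 µg/mL; timing: 3 h uptake period with compound, 37 °C; signal: DiI fluorescence, bottom read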
NSD2 HMT inh: NSD2 histone methyltransferase inhibitors, primary screen, biochemical, AlphaScreen, single concentration, set 2; Histone-lysine N-methyltransferase NSD2 (Homo sapiens), O96028; NSD2 peptide methylation, 120 min; inhibition, % at 12.5 µM; 310,000 tested, 0.54% active; AID 743445, 2014; in the data active = inhibition above about 50%
Starred values were filed as active, the others as inactive; · = no result given.

cpd	mol	PvdQ inh	Keap1-Nrf2 PPI	DAGLB inhibitor	PKA-R2B act	Arr AP2 block	SR-BI DiI inh	Cardiac RTF inh	LANA DNA inh	SR-BI uptake up	NSD2 HMT inh
1	COc1ccc(CC(=O)Nc2ccncc2Cl)cc1	-9	-2	-2	-1	-7	-21	2	-0.2	21	-5
2	O=c1c2ccccc2n(Cc2ccc(Cl)cc2)c(=O)n1Cc1ccco1	-12	-5	6	-15	-6	4	0	-0.2	-4	2
3	COc1nc(-c2ccccc2)cc(-c2ccc(OC)c(OC)c2)n1	-10	-5	-4	13	-5	55	-3	-0.7	-55	1
4	CCN1CCN(C(=O)c2ccc3c(c2)N(Cc2ccccc2)C(=O)c2ccccc2S3(=O)=O)CC1	-13	-6	0	-4	2	-37	-1	-0.4	37	·
5	Cc1ccc(C(=O)CCS(=O)(=O)c2ccc(Br)cc2)cc1	-12	0	-2	-4	4	-19	0	0.0	19	-1
6	CCOCC(=O)N1CCc2ccccc21	1	3	-1	12	27	-17	-4	-1.1	17	-3
7	CCOc1cc(/C=C(\CC(=O)O)c2nc3ccccc3s2)ccc1OC	-6	2	3	-4	8	-5	7	0.7	5	-4
8	CCN(CC)CCC(c1cc(OC)c(OC)c(OC)c1)c1c(O)cc(OC)cc1OC (configuration not stated)	0	1	1	8	28	-2	3	0.9	2	·
9	CCc1ccc(OCC(=O)Nc2ncc3c(n2)CC(C)(C)CC3=O)cc1	3	-5	0	-1	15	5	-7	-3.2	-5	0
10	CCC(C)[C@H]1CN=C(N)N1CCc1cccc(F)c1 (some centres not stated)	-9	1	1	-17	0	-3	1	1.2	3	·
11	CCN(CC(=O)Nc1c(F)cccc1F)C(=O)CCN1C(=O)c2cccc([N+](=O)[O-])c2C1=O	-9	2	1	8	6	0	-14	1.2	0	0
12	COc1ccc(CNC(=O)CC2C(=O)NCCN2CC(C)(C)C)c(OC)c1 (configuration not stated)	-22	-8	-1	6	11	-10	2	1.1	10	0
13	Fc1ccccc1-c1cc2cc3c(cc2cn1)OCO3	11	-3	-19	-1	-4	-3	-6	-2.0	3	·
14	Cc1ccc(NC(=O)CCCn2c(=S)[nH]c3ccsc3c2=O)cc1C	-8	-5	-2	-2	-7	6	-6	0.3	-6	1
15	Cc1cccc(OCCSCc2nc3ccccc3[nH]2)c1	11	-1	-5	-2	25	-10	-8	0.6	10	4
16	CCOC(=O)C1CCN(C(=O)Cn2nc(C)n3c(cc4cc(F)ccc43)c2=O)CC1	-20	-4	-1	-2	-8	22	-5	-0.4	-22	-6
17	O=C(CSc1ccc(-c2ccco2)nn1)NCc1ccc(F)cc1	4	0	0	-9	31	5	-2	-0.2	-5	-2
18	O=C(CC1NCCNC1=O)OCCCc1ccccc1 (configuration not stated)	-16	-1	2	0	-4	-43	-7	0.4	43	·
19	Cn1c2ccccc2c2c(C(=O)N3CCN(c4ccccn4)CC3)cn(C3CCCC3)c(=O)c21	-3	-3	0	1	5	-9	-3	0.1	9	1
20	Cc1nn(C)c(C)c1C(C)NC(=O)c1cc(COc2ccc(F)c(F)c2)on1 (configuration not stated)	-4	2	1	-15	0	8	-5	-0.5	-8	5
21	Clc1cnc(N/N=C/c2ccncc2)c(Cl)c1	-2	-6	3	-4	0	17	-10	0.0	-17	33
22	CCCn1c(SCC(=O)N2N=C3/C(=C/c4ccc(OC)cc4)CCCC3C2c2ccc(OC)cc2)n[nH]c1=O (configuration not stated)	-6	-2	0	-9	-4	·	0	-0.2	·	0
23	CC1CCCN(S(=O)(=O)c2ccc(C(=O)Nc3nnc(C4=COCCO4)o3)cc2)C1 (configuration not stated)	-10	-5	4	3	-1	5	-17	-1.4	-5	-1
24	O=C(CN1CCC(O)(c2ccccc2F)CC1)NCCc1c[nH]c2ccccc12	1	-2	1	-7	28	28	2	0.7	-28	1
25	CCCc1nc2c(ccc3ccccc32)cc1CC	-11	-8	-3	-2	-2	·	-7	-0.5	·	-8

Next part; it opens with the 2 that closed the last part.
cpd	mol	PvdQ inh	Keap1-Nrf2 PPI	DAGLB inhibitor	PKA-R2B act	Arr AP2 block	SR-BI DiI inh	Cardiac RTF inh	LANA DNA inh	SR-BI uptake up	NSD2 HMT inh
24	O=C(CN1CCC(O)(c2ccccc2F)CC1)NCCc1c[nH]c2ccccc12	1	-2	1	-7	28	28	2	0.7	-28	1
25	CCCc1nc2c(ccc3ccccc32)cc1CC	-11	-8	-3	-2	-2	·	-7	-0.5	·	-8
26	Cc1ccc(NC(=O)N2CCCC2C(=O)NCC2CCCCC2)cc1 (configuration not stated)	-8	-7	-1	-7	-11	·	7	-0.6	·	-1
27	Cc1[nH]nc2c1C(c1ccccc1F)CC(=O)N2 (configuration not stated)	-9	0	2	8	-2	0	-3	-1.0	0	-1
28	O=C(NCc1ccccc1)c1ccc2nccnc2c1	-7	3	1	1	5	-12	-3	0.4	12	-1
29	COc1ccc(-c2nn(-c3ccccc3)cc2C=O)cc1[N+](=O)[O-]	0	-3	-2	-6	40	54	-5	-2.1	-54	1
30	O=C1OC(CN2CCOCC2)CN1N=Cc1ccc([N+](=O)[O-])o1 (configuration not stated)	-1	-1	2	-5	4	-1	8	2.7	1	·
31	CC1CCN(C(=O)COC(=O)c2ccc(=O)n(Cc3ccccc3)n2)CC1	-6	-1	1	-13	-5	-31	-4	0.8	31	1
32	COc1cccc(CCNC(=O)c2cc(COc3c(F)cccc3F)on2)c1	2	2	-3	2	26	-4	2	-1.0	4	-14
33	Cc1cc(NC(=O)C2CCCCC2C(=O)O)no1 (configuration not stated)	-7	-1	-3	5	4	-3	-8	-0.2	3	5
34	COc1cccc(S(=O)(=O)NCc2ccc(C(=O)NCc3ccco3)cc2)c1	0	0	2	-8	0	8	-6	-0.4	-8	2
35	O=C(Nc1cccnc1)c1ccc(Cl)c(S(=O)(=O)N2CCOCC2)c1	-8	-1	-2	1	8	10	-7	-1.7	-10	3
36	COCCNC(=O)C(c1ccc(C)cc1)N(CCOC)C(=O)CCC(=O)Nc1ccccn1 (configuration not stated)	-10	-6	0	1	1	-11	-14	-0.9	11	·
37	CC1CCC2(CC1)NC(=O)N(CC(=O)Nc1cccnc1Cl)C2=O (configuration not stated)	-8	-1	-4	2	2	-19	-10	-0.6	19	-1
38	COc1ccc(CCNC(=O)c2ccc(CN3CCC(Cc4ccccc4)CC3)cc2)cc1	9	2	-2	-2	36	-3	-1	-1.1	3	-4
39	Clc1cccc(-c2ccc(C=Nc3ccc(N4CCOCC4)cc3)o2)c1Cl	-8	-6	3	-9	-21	-3	-15	0.2	3	-1
40	COc1ccc(-c2csc(NS(=O)(=O)c3ccc([N+](=O)[O-])cc3)n2)cc1	-11	-4	21	-3	-10	-6	-12	-0.1	6	7
41	CC[n+]1c(/C=C/N(C)c2ccccc2)oc2ccc(Cl)cc21	-11	-9	2	5	-1	-5	-8	0.0	5	27
42	CCc1nnc(NC(=O)C2CCC(CNc3c(N4CCC(C)CC4)c(=O)c3=O)CC2)s1 (configuration not stated)	-9	3	1	5	-4	13	4	-1.6	-13	35
43	CCOc1ccc2ccccc2c1CNCCc1ccc(S(N)(=O)=O)cc1	-16	3	2	3	1	-4	3	-1.3	4	8
44	CCN(C(=O)CSc1ccc2ccccc2c1)C1CCS(=O)(=O)C1 (configuration not stated)	-8	2	1	5	-3	10	-4	3.4	-10	6
45	COc1ccc(CCNC(=O)CSc2nc3[nH]ncc3c(=O)n2-c2ccccc2OC)cc1OC	-8	-4	1	-5	3	-15	2	0.0	15	0
46	CCCNC(=O)Cn1c(=O)/c(=C\c2ccc(-c3ccc([N+](=O)[O-])cc3)o2)s/c1=C\C(=O)C(C)(C)C	-3	-12	-16	-5	11	8	-55	4.0	-8	·
47	COc1cccc(C(=O)Nc2cc(C)c3c(=O)oc4ccccc4c3n2)c1	-6	-3	1	-7	-3	-14	-3	-0.8	13	·
48	NC(=O)c1ncc(C(F)(F)F)cc1Cl	-1	0	-3	-1	28	0	-2	0.4	0	-1
49	O=C(COC(=O)CN=C1NS(=O)(=O)c2ccccc21)Nc1ccccc1OC(F)F	-20	-2	2	-7	36	2	-8	-1.4	-2	4
50	CCCN1C(=O)C(Cc2nc3ccccc3c(=O)n2C)c2ccccc21 (configuration not stated)	-10	-2	-3	5	-8	21	-12	-2.0	-21	1
51	CC12CNCC(C)(CN(C(c3ccccc3)c3ccccc3)C1)C2	12	-5	5	-4	12	-29	-1	1.3	29	·

From PubChem BioAssay

Rows were taken by chance; 2.1% or so of the library scored in one or more.
